Compound activity deposited in PubChem BioAssay by several laboratories.
MgcRacGAP inhibition: MgcRacGAP GTPase-activating activity inhibitors, confirmation, biochemical, ADP Hunter fluorescence; Rac GTPase-activating protein 1 (Homo sapiens); MgcRacGAP-stimulated Rac1 GTP hydrolysis, ADP Hunter fluorescence; higher % means a stronger effect; GST-tagged Rac1 F28L mutant substrate; inhibition, % at 30 µM; hits with a dose series show IC50 in µM; actives 0.6% (n = 340,000); AID 624330, 2012;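 active means first-screen hits whose inhibition reached a set limit at any dose in the follow-up dose series; inconclusive means inhibition above the set first-screen limit but never retested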;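 further: fluorescence reports GDP produced by GAP-driven GTP hydrolysis; strong numbers were not always called active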
AID2073: inhibitors of Mint1-CaV2.2 protein interaction, biochemical, HTRF (AID 2073). Voltage-dependent N-type calcium channel subunit alpha-1B (Homo sapiens). HTRF protein-protein interaction, Mint1-CaV2.2; higher % means a stronger effect. one-dose inhibition, % at 20 µM; IC50 in µM for titrated hits. actives 0.19% (n = 290,000); in the data active means inhibition mostly above about 51%, no sharp cut-off; inconclusive means no clear call, values can overlap the other calls; inactive means mostly below about 53%; further: some results filed as inactive read as strong as hits
GPR55 activation: GPR55 agonists via beta-arrestin recruitment, primary screen, imaging, U2OS cells, beta-arrestin-GFP redistribution (AID 1961). U2OS GPR55 beta-arrestin-GFP redistribution imaging; higher % means a stronger effect. G-protein coupled receptor 55 (Homo sapiens). actives 0.048% (n = 290,000). one-dose activation, % at 10 µM; EC50 in µM for titrated hits;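 active means activation above 40% with more than 50 cells counted in the well; inconclusive means wells holding fewer than 50 cells, flagged as toxic or sparse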;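 further: U2OS osteosarcoma cells stably expressing GPR55 and beta-arrestin-GFP; plate controls were DMSO negative control for no effect and LPI positive control for full effect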
GPR55 antagonists: GPR55 antagonists blocking LPI-driven arrestin recruitment, primary screen, imaging, U2OS, beta-arrestin-GFP, LPI agonist (AID 2013) | G-protein coupled receptor 55 (Homo sapiens) | U2OS GPR55 beta-arrestin-GFP translocation imaging, LPI antagonism; higher % means a stronger effect | inhibition, % at 10 µM; hits with a dose series show IC50 in µM | actives 0.13% (n = 290,000);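 active means spots per cell inhibited over 60%, with over 100 cells counted and total cytoplasm intensity under 500,000; inconclusive means wells with under 100 cells, flagged as likely toxic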;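 further: U2OS cells stably carrying GPR55 and arrestin-GFP stimulated by 5 µM LPI near EC80; imaged beta-arrestin-GFP aggregate spots per cell after agonist stimulation; plate controls were LPI-stimulated DMSO wells for no effect and DMSO wells without LPI for full effect; some results filed as inactive read as strong as hits; confirmed hits need IC50 under 10 µM and bright autofluorescent wells are also inconclusive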
GPR35 antagonists: GPR35 antagonists blocking zaprinast-driven arrestin recruitment, primary screen, imaging, U2OS, beta-arrestin-GFP, zaprinast agonist (AID 2058) | G-protein coupled receptor 35 (Homo sapiens) | U2OS GPR35 beta-arrestin-GFP translocation imaging, zaprinast antagonism; higher % means a stronger effect | inhibition, % at 10 µM, or IC50 in µM where a hit was titrated | actives 0.052% (n = 290,000);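 active means inhibition of at least 50% with at least 30 cells and total cytoplasm GFP at most 10,000,000; inconclusive means under 30 cells or total GFP of 10,000,000 plus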
Dengue-2 NS5 capping: Dengue-2 NS5 methyltransferase inhibitors, primary screen, biochemical, confirmation dose response (AID 588689); Genome polyprotein (Dengue virus type 2 (strain 16681-PDK53)); Dengue-2 NS5 methyltransferase capping enzyme assay, biochemical; higher % means a stronger effect; actives 0.3% (n = 340,000); one-dose inhibition, % at 25 µM; IC50 in µM for titrated hits; in the data active means a potency from the dose series; inconclusive means inhibition above about 29% without an active follow-up result
Large T inhibition: SV40 large T antigen inhibitors, biochemical (AID 1903). SV40 large T antigen ATPase/helicase inhibition assay; higher % means a stronger effect. inhibition, % at 20 µM; hits with a dose series show IC50 in µM. actives 0.39% (n = 310,000); in the data active means a potency from the dose series; inconclusive means inhibition mostly from about 32% at the one dose, without a potency; inactive means the rest, 99 in 100 with inhibition below about 32%; further: strong numbers were not always called active
NTR1 agonist: agonists of NTR1, primary screen, imaging, U2OS cells, beta-arrestin-GFP, high content (AID 493036) | activation, % at 20 µM | actives 0.17% (n = 330,000) | NTR1-U2OS beta-arrestin-GFP spot imaging, agonist mode | Neurotensin receptor type 1 (Homo sapiens), P30989;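 active means activation at or above 40% of the spot to cytoplasm intensity ratio, with at least 20 cells analyzed; inconclusive means wells under 20 cells, flagged as cytotoxic or low count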;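 further: 0% = DMSO without peptide and 100% = 100 nM NTR1 peptide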
Target sequence (P30989 whole entry, looked up): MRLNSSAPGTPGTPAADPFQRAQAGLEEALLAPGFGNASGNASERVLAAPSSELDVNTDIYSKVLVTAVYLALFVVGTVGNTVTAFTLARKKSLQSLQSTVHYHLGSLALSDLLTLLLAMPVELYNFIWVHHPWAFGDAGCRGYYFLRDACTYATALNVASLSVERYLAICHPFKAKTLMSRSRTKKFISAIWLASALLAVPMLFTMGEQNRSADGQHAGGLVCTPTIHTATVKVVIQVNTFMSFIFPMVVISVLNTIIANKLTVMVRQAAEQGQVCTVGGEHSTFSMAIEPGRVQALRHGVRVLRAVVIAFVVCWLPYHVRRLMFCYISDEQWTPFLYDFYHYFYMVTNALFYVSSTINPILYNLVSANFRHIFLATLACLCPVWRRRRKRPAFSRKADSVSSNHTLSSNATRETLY
Yfh1-depleted yeast: enhancers of respiration in Yfh1-depleted yeast, dose response, Friedreich's ataxia, plus single-dose screen (AID 1465) | actives 0.074% (n = 220,000) | S. cerevisiae Yfh1-off respiration, WST-1 reduction, 72 h; higher fold induction means a stronger effect | fold induction at 50 µM, or EC50 in µM where a hit was titrated;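 active means fold induction of absorbance versus untreated yeast above a set limit, then at least 30% activation at any dose in follow-up; inconclusive means repeats straddling the limit, or above it without dose testing; inactive means fold induction below the set limit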;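 further: activators that raise dye reduction in frataxin-depleted yeast; strong numbers were not always called active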
NTR1 agonist cell count 20 µM: further read-out of NTR1 agonist, marked with its call; cell count; measured here: cell count, cytotoxicity flag
Dengue-2 NS5 capping pilot replicate: second read-out of Dengue-2 NS5 capping, no call of its own (marks repeat the call); inhibition, %; measured here: pilot screen replicate inhibition
* hit, by the source's call; i = inactive; ? = inconclusive; / = no result given; & = joins results of further samples.

SMILES	MgcRacGAP inhibition	AID2073	GPR55 activation	GPR55 antagonists	GPR35 antagonists	Dengue-2 NS5 capping	Large T inhibition	NTR1 agonist	NTR1 agonist cell count 20 µM	Yfh1-depleted yeast	others
Cc1ccc(CN2CCN(Cc3ccc(-n4cccn4)cc3C)CC2CCO)cc1 (stereo not drawn)	-6%	-5%	-0.3%	13%	-5%	2%	5%	1.4	45	i
CN(C)CCCn1c(SCC(=O)N2c3ccccc3Sc3ccccc32)nc2ccccc2c1=O	20%	13%	-0.2%	35%	-25%	-3%	2%	/	/	i
CCN(CC(=O)NCc1ccc(F)cc1)C(=O)/C=C/c1ccc(S(=O)(=O)N(CC)CC)cc1	7%	32%	-0.3%	-5%	-9%	5%	5%	-0.4	54	/
Cc1ccc(-n2c(CNC(=O)c3cccs3)nnc2SCC(=O)NO)cc1	7%	-8%	1.2%	-5%	8%	-6%	6%	0.6	63	i
Cc1ccc(S(=O)(=O)N2CCCC(C(=O)NCc3ccccc3F)C2)cc1 (stereo not drawn)	7%	8%	-0.1%	0%	1%	-2%	7%	0.5	51	/
COc1ccc2c(CCNC(=O)c3ccc([N+](=O)[O-])cc3)c[nH]c2c1	10%	-10%	-0.1%	3%	-20%	2%	6%	0.5	64	i
Cc1ccc(C(=O)N2N=C(c3ccccc3)CC2(O)C(F)(F)F)o1 (stereo not drawn)	12%	2%	-0.1%	-22%	-14%	-6%	7%	-0.1	95	i
O=C(O)c1cc(-c2ccc(Cl)s2)[nH]n1	0%	-6%	0.7%	-4%	-8%	5%	0%	0.0	63	i
CCOC(=O)c1[nH]nc(C(=O)c2ccc(Br)cc2)c1O	4%	-4%	0.0%	23%	7%	4%	12%	0.8	80	i	Dengue-2 NS5 capping pilot replicate=-0.3
CC(=O)N1CCN(c2ccc(OC[C@H]3CO[C@](Cn4ccnc4)(c4ccc(Cl)cc4Cl)O3)cc2)CC1	1%	-17%&1%	-0.5%&0.1%	6%&-3%	-14%&0%	-1%	25%&3%&9%	8.7	63	i
Cc1cc(C)c(C)c(Cn2c(CO)nc3ccccc32)c1C	-5%	16%	0.0%	3%	-17%	-5%	21%	2.0	51	i
O=C1NC(=O)C(c2ccc(Cl)cc2)N1 (stereo not drawn)	-10%	-3%	0.2%	6%	2%	6%	10%	-1.1	66	/	Dengue-2 NS5 capping pilot replicate=-0.9
COc1ccc(C2=NN(c3ccccc3)C(c3cn(CCC(=O)O)nc3-c3ccccc3)C2)cc1 (stereo not drawn)	15%	?	0.0%	15%	-6%	5%	18%	0.4	54	i
CC(=O)OCC1OC(Sc2cccc3cccnc23)C(OC(C)=O)C(OC(C)=O)C1OC(C)=O (stereo not drawn)	4%	-2%	0.3%	14%	0%	2%	20%	1.2	67	i
c1ccc(C2OC3c4cccc5cccc(c45)C3N2c2ccccc2)cc1 (stereo not drawn)	-5%	9%	0.2%	10%	-2%	14%	21%	5.9	79	i
COc1ccc(/C(N)=N/OC(=O)CN(C)S(=O)(=O)c2ccc(C)cc2)cc1	4%	11%	-0.3%	-8%	6%	-10%	3%	/	/	i
Cc1ccc(S(=O)(=O)n2cccc2CO)cc1	1%	/	/	/	/	-11%	24%	-1.8	68	/
CCN(C(=O)CN1C(=O)c2ccc([N+](=O)[O-])cc2C1=O)C1CCS(=O)(=O)C1 (stereo not drawn)	2%	/	/	/	/	-4%	16%	-0.8	39	/
O=c1cnnc(Nc2cccc(F)c2)[nH]1	-1%	10%	0.6%	-6%	-8%	12%	9%	-0.1	53	i
COc1ccc(NC(=O)c2ccccc2NC(=O)CSc2ccccc2)cc1	1%	2%	0.4%	-12%	-5%	-4%	0%	-0.1	69	i
Cc1cc(C)c(C(=O)Nn2c(C)nc3ccccc3c2=O)cc1C	7%	29%	0.0%	1%	3%	-2%	3%	0.0	77	/
CC(=O)Oc1ccc(C(=O)[C@H]2[C@H]3C(=O)N(c4ccccc4)C(=O)[C@H]3[C@@H]3C=CC=NN32)cc1	6%	11%	-0.2%	6%	5%	9%	30%	-0.2	71	i
CCOC(=O)c1cn(CC)c2cc(N3CCOCC3)c(F)cc2c1=O	8%	15%	0.0%	-4%	-16%	-3%	-6%	-0.1	69	i
CC1CCCC(C)N1C(=O)CSc1nnnn1C1CCCC1 (stereo not drawn)	3%	10%	-0.1%	0%	12%	-7%	/	-0.6	39	/
O=C(NC1CCCCC1)N1CCN(c2ccccc2)CC1	4%	14%	-0.3%	11%	-11%	-7%	7%	-1.3	96	i
O=C(Cn1cnc2ccccc21)OCC(=O)N1CCCc2ccccc21	11%	-6%	-0.1%	3%	7%	-4%	15%	0.2	57	/
O=C(Nc1nnc(SCc2ccccn2)s1)C1CC(=O)N(c2ccccc2)C1 (stereo not drawn)	1%	-7%	-0.1%	14%	-5%	5%	16%	-1.7	68	i
CCOC(=O)[C@H]1[C@H]2COc3cc(OC)ccc3[C@@H]2N2C(=O)c3cc(F)c(F)cc3NC(=O)[C@@]12C	9%	/	/	/	/	-9%	-4%	-0.8	98	/
CC1(C)CC(=O)C2=C(C1)NC(Nc1nc3ccccc3o1)=NC21CCCCC1	5%	11%	-0.1%	-2%	-6%	4%	-2%	34	53	i
COc1ccc(/C(C)=N/OCC(=O)Nc2nc3ccccc3s2)cc1	8%	-1%	-0.2%	22%	9%	-4%	6%	2.0	79	i
O=C(O)CCc1nc2ccccc2c(=O)[nH]1	12%	-6%	-0.2%	6%	3%	3%	8%	2.1	56	i
CC(=O)CC(=O)Nc1ccc2ccccc2c1	-2%	12%	0.4%	10%	2%	12%	28%	-2.3	94	i
O=S(=O)(c1ccc(F)cc1)c1nc(-c2ccc(F)cc2)oc1NCCN1CCOCC1	10%	4%	-0.2%	0%	-2%	-10%	-5%	/	/	i
Cc1cccc(-c2nnc(NC(=O)c3cccs3)s2)c1	7%	11%	-0.2%	4%	8%	-1%	8%	1.0	67	i
CCOc1ccc(NC(=O)c2csc3c2CCCC3)cc1	16%	11%	0.8%	14%	-12%	2%	15%	0.1	87	/
O=C(Nc1cccc(-c2cccc(Cl)c2)c1)C1CCN(CC2CCOC2)CC1 (stereo not drawn)	12%	4%	-0.1%	2%	12%	-3%	9%	0.1	57	/
O=C(NCc1ccco1)C(=O)NCC1OCCN1S(=O)(=O)c1ccc(F)cc1 (stereo not drawn)	8%	14%	-0.3%	14%	-5%	-4%	7%	1.3	102	i
COc1ccc(/C=C2\N=C(SC)N(c3ccccc3OC)C2=O)cc1	1%	10%	0.6%	-4%	-2%	0%	7%	2.7	57	i
CC(=O)Nc1ccc(C(=O)OC2CCCCC2=O)cc1 (stereo not drawn)	-1%	0%	-0.1%	3%	-3%	10%	9%	-2.5	72	i
O=C(CN1C(=O)c2ccccc2S1(=O)=O)NCc1c(F)cccc1F	6%	/	/	/	/	-6%	13%	1.2	45	/
Cc1ccc2c(c1)NCC(C(=O)NC1CCCCC1)O2 (stereo not drawn)	7%	-9%	0.7%	22%	15%	-4%	14%	1.8	79	i
O=C(NN=C1CCCC1)c1[nH]c2ccc(Cl)cc2c1-c1ccccc1	/	14%	-0.2%	21%	-4%	/	13%	13	50	i
CN(C)S(=O)(=O)c1cccc(NC(=O)CSc2nnnn2-c2ccccc2)c1	5%	-20%	-0.1%	-8%	6%	-5%	0%	2.1	72	i
CCOC(=O)c1c(NC(=O)CSc2nnnn2C)sc(C(=O)N(C)C)c1C	0%	2%	0.1%	8%	-6%	-18%	14%	1.6	24	i
Cc1ccc(C(=O)N(CCC2=CCCCC2)c2c(N)n(Cc3ccccc3)c(=O)[nH]c2=O)o1	6%	/	/	/	/	-5%	25%	3.2	66	/
O=C(COc1ncnc2ccccc12)Nc1cc([N+](=O)[O-])ccc1Cl	1%	8%	0.6%	-5%	2%	0%	10%	0.3	56	i
COC(=O)c1ccc(NC(=O)CN(c2ccc3c(c2)OCO3)S(C)(=O)=O)cc1	-2%	-6%	-0.3%	5%	-16%	3%	6%	-1.8	53	i
Cc1ccc2cc(C#N)c(NCCCNC(=O)C3CCCO3)nc2c1 (stereo not drawn)	10%	13%	-0.1%	-8%	2%	-3%	18%	-0.8	86	i
Cc1cc(Cl)ccc1OCCCC(=O)NO	-1%	1%	-0.5%	-10%	7%	-1%	6%	-0.4	43	i
CCc1ccc(NC(=O)C2=CC(c3ccc(OC)c(OC)c3)=NS(=O)(=O)N2C)cc1	6%	6%	-0.1%	9%	-10%	-5%	0%	5.7	78	/
CCN1C(=O)CS/C1=N\c1nccs1	9%	2%	0.3%	13%	2%	/	-2%	0.2	56	i
COc1ccc(NC(=O)N2CCC(O)(c3cccnc3)CC2)c(OC)c1	7%	-14%	0.9%	-9%	-10%	2%	-3%	1.0	67	i
Cc1noc(C)c1COc1ccc(C(=O)O)cc1	2%	12%	-0.1%	6%	16%	1%	4%	0.7	47	i
Fc1cc(Cl)ccc1NC(=S)NCCN1CCOCC1	3%	-5%	-0.1%	-7%	-1%	4%	10%	-0.5	68	i
O=C1[C@H]2[C@@H](/C=C/c3ccccc3)N3C(=O)CN(Cc4ccccn4)C(=O)[C@@]3(Cc3ccccc3)[C@H]2C(=O)N1c1ccccc1	8%	16%	-0.2%	-7%	3%	2%	19%	0.1	94	/
CCCOc1ccc(/C(O)=C2\C(=O)C(=O)N(c3ccccn3)C2c2ccccc2F)cc1C (stereo not drawn)	/	35%	0.0%	10%	0%	22%	9%	2.3	85	/
O=C(CNC(=O)c1ccco1)NC1CCCCCC1	7%	/	/	/	/	1%	2%	-1.1	49	/
COc1ccccc1/C=C1\SC(=S)N(CCC(=O)NCCc2ccc(O)cc2)C1=O	-9%	3%	-0.1%	25%	-1%	-6%	8%	3.3	51	/
